# EPAC2 agonist = EPAC2 (human) agonism; Q8WZA2; EPAC2 activation, biochemical qHTS; response scale: 100% = 6.5 mM cAMP response; Potency, µM (series often up to 154 µM), for the others: at the highest dose activation, actives largely listed as activators; hit rate 0.079% among 360,000; note: potency is the fitted concentration of half-maximal effect; nearly all actives have a fitted effect of over 50% in size
# Target sequence (Q8WZA2 whole entry, looked up): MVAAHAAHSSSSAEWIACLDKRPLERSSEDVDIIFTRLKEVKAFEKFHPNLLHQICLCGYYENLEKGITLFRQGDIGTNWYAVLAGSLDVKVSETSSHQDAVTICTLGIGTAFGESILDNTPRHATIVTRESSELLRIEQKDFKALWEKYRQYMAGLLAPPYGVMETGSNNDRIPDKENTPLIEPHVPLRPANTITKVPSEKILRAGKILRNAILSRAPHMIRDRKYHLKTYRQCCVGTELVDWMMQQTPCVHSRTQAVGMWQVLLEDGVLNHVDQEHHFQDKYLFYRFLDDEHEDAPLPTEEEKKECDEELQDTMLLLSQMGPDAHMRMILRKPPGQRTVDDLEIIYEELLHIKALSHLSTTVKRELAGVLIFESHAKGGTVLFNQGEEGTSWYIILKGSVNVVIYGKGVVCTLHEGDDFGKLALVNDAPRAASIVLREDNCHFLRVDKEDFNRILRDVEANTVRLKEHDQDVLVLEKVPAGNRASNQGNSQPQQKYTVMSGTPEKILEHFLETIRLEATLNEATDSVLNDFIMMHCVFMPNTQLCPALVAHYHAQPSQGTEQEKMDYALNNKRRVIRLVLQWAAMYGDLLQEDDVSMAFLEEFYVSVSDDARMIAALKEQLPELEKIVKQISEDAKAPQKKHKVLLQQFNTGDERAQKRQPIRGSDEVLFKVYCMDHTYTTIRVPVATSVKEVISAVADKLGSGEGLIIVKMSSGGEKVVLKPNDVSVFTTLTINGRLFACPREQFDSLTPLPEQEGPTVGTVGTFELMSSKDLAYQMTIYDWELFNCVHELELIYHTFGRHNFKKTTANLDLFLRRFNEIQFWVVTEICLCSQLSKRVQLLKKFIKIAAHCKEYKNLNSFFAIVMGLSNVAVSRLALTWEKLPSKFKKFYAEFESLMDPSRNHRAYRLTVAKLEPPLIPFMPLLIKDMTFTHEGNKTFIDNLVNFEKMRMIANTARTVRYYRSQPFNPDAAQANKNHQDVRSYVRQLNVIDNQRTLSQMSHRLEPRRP
#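 qHTS, titration series. 100 nM EPAC2 / 250 nM Rap1B-BODIPY-GDP / 50 uM GDP; RT; ex 480/em 540 nm, 5-min reads to 30 min. Norm. to 6.5 mM cAMP = activation.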
# A549 viability = counter-screen for Nrf2 inhibitors: cytotoxicity in A549 cells; Potency, µM (titrated, usually from 46 µM), for the others: at the top dose activity change, negative = cytotoxicity, most hits filed as inhibitors; A549 ARE-Fluc cells, CellTiter-Fluor viability, 18-24 h; hit rate 0.16% among 390,000; note: potency is the fitted concentration of half-maximal effect; % is set by controls: 0 for no effect and ±100 for the full control effect
#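 A549 ARE-Fluc cells in 5% FBS OPTI-MEM, 5000 cells/well, rested 2 h then exposed to compounds in concentration-response for 18-24 h at 37 °C. Viability by CellTiter-Fluor fluorescence (Ex 405/Em 525) after 30 min; luciferase luminescence (BugLite, 15 min, RT) read afterwards.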
# S2 tox = cell viability loss in ATXN counter-screen. hit rate 0.49% among 400,000. Potency, µM (doses to about 56.7 µM), actives largely listed as cytotoxic. S2 cells (HEK-293 line with an ATXN2-luciferase reporter) viability, CellTiter-Fluor protease fluorescence, 24 h; note: potency is the fitted concentration of half-maximal effect; nearly all actives have a fitted effect of over 40% in size
# IL2 activator = activators of IL-2 | hit rate 0.065% among 360,000 | activation, % (series mostly up to about 46 µM) | AID 652025 | IL-2 activation reporter assay, cell-based qHTS; stimulated with anti-CD3/CD4/CD28 beads; in transgenic mouse T cells; in the data active = activation above about 50%; inconclusive = mostly about 30% to 49%; note: 0% is about no effect
#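 Unstimulated transgenic mouse T cells; 60-min compound exposure; bead-based TCR/CD4/CD28 stimulation; 18 h culture, 37 degrees C; dual fluorescence (EGFP, DsRed) plate cytometry.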
# HepG2 viability = HepG2 cytotoxicity, counter-screen for TGF-b inhibitors | HepG2 CAGA-GFP viability, ATP luminescence, 18 h | Potency, µM (titrated, usually from 46.1 µM), inactives show at the top dose activity change, negative = cytotoxicity, usual class: cytotoxic | hit rate 0.76% among 410,000 | AID 588856; note: potency is the fitted concentration of half-maximal effect; some results filed as inactive show a strong effect at the top dose
#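 CellTiter-Glo luminescence gave cytotoxicity after 18 hours at 37 degrees C. The cells were HepG2 CAGA-GFP in 1% FBS DMEM, stimulated with 500 pg/mL TGF-beta after compound addition. %Activity was normalised to no-cell wells (complete cell-killing) and DMSO (no toxicity), and curves were fitted and classified.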
# Nrf2 activator = activates Nrf2 signaling; AID 624171; hit rate 0.31% among 410,000; AREc32 ARE-luciferase reporter (MCF7-derived line), luminescence, 24 h; Potency, µM (highest dose often 46.1 µM), for inactives: at the top dose activation, most hits filed as activators; note: potency is the fitted concentration of half-maximal effect; % of control where 0% means no effect; nearly all actives have a fitted effect of over 65% in size
#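 Steps: seed AREc32_Fluc cells (1000/well, 5% FBS OPTI-MEM); incubate overnight at 37 deg C; add 23 nL compound; incubate 24 hr; add Steady-Glo; hold 30 min RT; read luminescence.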
# TGFb SMAD3 inh = blocks TGF-b signaling; hit rate 1.2% among 410,000; HepG2 CAGA-GFP TGF-b/SMAD3 reporter, GFP fluorescence, 18 h; TGF-beta stimulated, 500 pg/mL final; AID 588855; Potency, µM (titrated, usually from 46.1 µM), for inactives: at the highest dose activity, negative = inhibition, most hits filed as inhibitors; note: potency is the fitted concentration of half-maximal effect; % is set by controls: 0 for no effect and ±100 for the full control effect; nearly all actives have a fitted effect of over 65% in size
#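 HEPG2 CAGA-GFP reporter cells (1000/well, DMEM with 1% FBS) received compounds, then recombinant TGF-beta at 500 pg/mL final for 18 hours at 37 degrees C. Per-cell GFP summed per well was normalised to unstimulated and stimulated DMSO controls before curve fitting.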
# Nrf2 block = blocks Nrf2 signaling; A549 ARE-Fluc reporter, luciferase luminescence, 18-24 h; Potency, µM (series often up to 46 µM), without a hit: top-dose activity change, negative = inhibition, most hits filed as inhibitors; hit rate 2.1% among 360,000; note: potency is the fitted concentration of half-maximal effect; % is set by controls: 0 for no effect and ±100 for the full control effect; nearly all actives have a fitted effect of over 60% in size
#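 Nrf2 function is reported as luminescence of an ARE-controlled luciferase in A549 cells. Compounds were tested at several concentrations, and a CellTiter-Fluor read on the same wells flagged cytotoxicity.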
# ATXN2 expr inh = reduces ATXN2 reporter expression in HEK-293 cells. HEK-293 ATXN2-luciferase reporter, luminescence, 24 h. Potency, µM (highest dose often 57 µM), for inactives: at the highest dose activity change, negative = inhibition, usual class: inhibitors. hit rate 0.72% among 360,000. AID 1745845; note: potency is the fitted concentration of half-maximal effect; % is set by controls: 0 for no effect and ±100 for the full control effect; nearly all actives have a fitted effect of over 55% in size
#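 qHTS (up to 57 uM final) was run with 24 h compound exposure of reporter cells at 37 °C. Each well was multiplexed: SteadyGlo luminescence measured ATXN2-luciferase expression after a fluorogenic Gly-Phe-AFC viability readout (25 uM final).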
# * = called active by the depositor; i = inactive; u = inconclusive; x = not tested or not shown; [ ] = dose if it differs, or a comment. Unless noted, calls come from the whole dose curve; as a rule, active = well fitted curve in the direction sought with a large enough effect; inconclusive = small, poorly fitted or top-dose-only effect, or another doubt; inactive = no such curve, though single readings can be large; an effect the other way counts as inactive or inconclusive.
SMILES,EPAC2 agonist,A549 viability,S2 tox,IL2 activator,HepG2 viability,Nrf2 activator,TGFb SMAD3 inh,Nrf2 block,ATXN2 expr inh
CCOc1ccccc1NC(=O)C(NCC1(N2CCCCC2)CCCCC1)c1ccccc1 (centres undefined),8%,-7%,u,-0.9,-42%,-0.4%,u,10%,u
O=C(NNC(=O)c1ccccc1F)c1ccc(-c2ccc(Cl)cc2)o1,15%,6%,i,-0.2,-15%,8.5%,-1%,11%,-29%
Cc1ccccc1C(=O)NCCNC(=O)c1ccco1,6%,1%,i,-3.3,-26%,0.1%,-5%,-5%,4%
COc1ccc(-c2cn3nc(N4CCCC(C(=O)Nc5ccccc5F)C4)sc3n2)cc1 (centres undefined),x,-13%,x,x,8%,0.8%,u,u,x
NC(=O)Cn1c2[n+](c3ccccc31)CC(O)CS2 (centres undefined),-9%,1%,i,-0.7,1%,-0.4%,1%,5%,0%
CCCCCCN1C=CC(=C/C=C(\C#N)C(=O)OCC)C=C1,22%,u,u,0.9,-7%,3.6%,217%[activator],3%,-5%
CCOc1ccc(-c2cc(C(=O)NCc3cc(C(F)(F)F)cc(C(F)(F)F)c3)[nH]n2)c(C)c1,3%,x,i,1.7,-24%,-0.6%,-13%,x,-5%
CC(C)(C)n1ncc2c(=O)n(Cc3c(Cl)cccc3Br)cnc21,16%,-8%,u,-2.6,-18%,2.3%,u,0%,u
CSc1nc(N2CCOCC2)c2c(c1C#N)CC(C(C)C)OC2 (centres undefined),12%,-5%,i,-3.0,-8%,0.2%,-2%,u,-18%
Cc1cc(C(=O)NNC(=O)c2ccc(F)cc2)c(C)s1,12%,13%,i,-0.1,1%,u,11%,u,4%
Clc1ccc(Nc2ccc3ccccc3n2)cc1,27%,14%,i,-0.6,-34%,u,u,u,x
O=c1c2ccccc2nnn1-c1ccccc1,2%,4%,i,-6.0,-3%,5.1%,-2%,u,22%
c1ccc(-c2ccccc2OCCN2CCCC2)cc1,-3%,1%,i,-1.9,1%,-0.4%,2%,5%,-9%
Cc1ccccc1Nc1nc(N)nc(COC(=O)c2ccc(O)cc2)n1,3%,8%,i,0.3,-9%,5.6%[9.22 µM],-26%,9%,21%
Cc1cccc(NC(=S)N(Cc2ccc(Cl)cc2)Cc2ccc(C(=O)O)cc2)c1,14%,-2%,i,0.4,-12%,0.3%,12%,-2%,-9%
CC(=O)Nc1ccc(S(=O)(=O)NCCC(=O)OCC(=O)c2ccc(Br)cc2)cc1,1%,0%,i,-4.5,4%,0.6%,u,-2%,2%
CC(=O)Oc1cc2c(cc1Cl)C(c1cccs1)CC1(CC(C)(C)NC(=S)N1)O2 (centres undefined),-3%,4%,i,-4.2,3%,2.8%,-5%,u,-21%[11.3 µM]
CCCC(C(=O)NC1CCCCC1)N(Cc1ccco1)C(=O)CNS(=O)(=O)c1ccccc1 (centres undefined),-15%,-15%,u,-2.3,-4%,0.0%,19%,-5%,1%
COc1ccc(-n2c(=O)c3sc4ccccc4c3n(CC(=O)N3CCCC3)c2=O)cc1,x,-11%,u,x,10%,-1.1%,15%,0%,-2%
Cc1cccc(NC(=O)C(=O)NCC2CCCN2S(=O)(=O)c2cccs2)c1 (centres undefined),0%,x,i,-2.3,-28%,4.9%,-7%,x,x
COCCn1c(SCc2ccc(Cl)cc2)nc2c1c(=O)[nH]c(=O)n2C,5%,-7%,i,0.8,-5%,-0.9%,11%,u,-16%
O=C(NCCc1ccccc1)c1cccc2c(-c3cccnc3)coc12,11%,x,i,1.6,-25%,2.4%[9.22 µM],16%,x,2%
Cc1ccc(CN2CCN(/N=C/c3ccc(C(F)(F)F)cc3)CC2)cc1,3%,5%,i,-0.3,-25%,0.0%[9.22 µM],-3%,-15%,-16%
Cc1cccc(-c2nc3ccccc3c(=O)n2NC(=O)c2cccs2)c1,-2%,3%,i,0.1,-35%,2.5%,24%,1%,1%
COc1ccc(N=C2NC(=O)S/C2=C\c2ccc(N(C)C)cc2)cc1,11%,u,i,4.6,-23%,4.0%,44%[activator],u,21%
O=C(c1ccc(CS(=O)Cc2cccc(Cl)c2)o1)N1CCN(C2CCCCC2)CC1 (centres undefined),1%,-12%,i,-2.1,-1%,-0.4%,9%,3%,5%
COc1ccc(-c2[nH]ncc2CN2CCN(Cc3cccs3)CC2)cc1F,4%,19%,i,-0.7,-27%,0.9%,-16%,-14%,x
Cc1ccccc1-n1c(SCc2ccc(Cl)cc2)nc2[nH]ncc2c1=O,x,6%,u,x,-100%,0.5%,u,x,u
Cc1csc2nc(COc3ccccc3NC(=O)c3ccco3)cc(=O)n12,x,3%,i,x,13%,1.9%,8%,6%,5%
CCCS(=O)(=O)NC(=O)C1(C)CCN(C(=O)c2cc3ccccc3s2)C1 (centres undefined),4%,x,i,0.1,-1%,0.5%,31%,x,7%

# Six entries from above, set out differently:
molecule	EPAC2 agonist	A549 viability	S2 tox	IL2 activator	HepG2 viability	Nrf2 activator	TGFb SMAD3 inh	Nrf2 block	ATXN2 expr inh
Cc1ccc(CN2CCN(/N=C/c3ccc(C(F)(F)F)cc3)CC2)cc1	3%	5%	i	-0.3	-25%	0.0%[9.22 µM]	-3%	-15%	-16%
O=C(c1ccc(CS(=O)Cc2cccc(Cl)c2)o1)N1CCN(C2CCCCC2)CC1 (centres undefined)	1%	-12%	i	-2.1	-1%	-0.4%	9%	3%	5%
Cc1csc2nc(COc3ccccc3NC(=O)c3ccco3)cc(=O)n12	x	3%	i	x	13%	1.9%	8%	6%	5%
Cc1cccc(-c2nc3ccccc3c(=O)n2NC(=O)c2cccs2)c1	-2%	3%	i	0.1	-35%	2.5%	24%	1%	1%
COCCn1c(SCc2ccc(Cl)cc2)nc2c1c(=O)[nH]c(=O)n2C	5%	-7%	i	0.8	-5%	-0.9%	11%	u	-16%
CCCS(=O)(=O)NC(=O)C1(C)CCN(C(=O)c2cc3ccccc3s2)C1 (centres undefined)	4%	x	i	0.1	-1%	0.5%	31%	x	7%

# (further entries)
SMILES,EPAC2 agonist,A549 viability,S2 tox,IL2 activator,HepG2 viability,Nrf2 activator,TGFb SMAD3 inh,Nrf2 block,ATXN2 expr inh
c1ccc(COCC2CCNCC2)cc1,0%,0%,i,-1.8,2%,0.5%,-3%,-3%,-7%
CCCC(NC(=O)Cc1c(C)c2c(cc(C)c3c(C)coc32)oc1=O)C(=O)O (centres undefined),0%,2%,i,1.9,-3%,-0.7%,-2%,8%,x
CCOc1ccc(-c2nn[nH]n2)cc1OCC,-3%,-9%,i,2.8,8%,0.0%,-3%,10%,1%
CCOC(=O)N1CCc2c(sc(NC(=O)C3COc4ccccc4O3)c2C(N)=O)C1 (centres undefined),-6%,-13%,i,-1.1,7%,-0.4%,0%,-23%,5%
Cc1ccc2cc(CN(C(=O)c3ccco3)c3ccccc3C)c(=O)[nH]c2c1,8%,-9%,i,-0.5,12%,1.5%,0%,-15%,5%
CC(C)(C)OC(=O)NCc1n[nH]c(=S)n1C1CC1,10%,3%,i,2.8,12%,-1.2%,-1%,0%,-16%
COc1cc2c(cc1NC(=O)COC(=O)C1CC(=O)N(Cc3ccco3)C1)oc1ccccc12 (centres undefined),-18%,-6%,i,0.6,-25%,9.3%,5%,27%,36%[activator]
CCOC(=O)Cn1c(CN2CCN(c3ccc(OC)cc3)CC2)nc2c1c(=O)[nH]c(=O)n2C,x,-3%,x,x,2%,0.5%,3%,3%,x
O=C(COC(=O)/C=C/c1ccc(OC(F)F)cc1)NC(=O)NC1CCCCC1,-21%,-4%,u,-5.1,-9%,0.0%,-14%,0%,4%
COCOCCn1cc(CN2CCS(=O)(=O)N(Cc3ccc(-c4ccc(F)nc4)cc3)C(C)C2=O)nn1 (centres undefined),8%,x,i,-1.2,0%,3.0%,1%,x,1%
CCOC(=O)C(=O)N/N=C/c1ccco1,0%,-8%,i,0.6,-53%,-0.6%,-12%,-3%,-3%
CC(=O)C1C(=O)c2c(cccc2[N+](=O)[O-])C1=Nc1cccc(Cl)c1 (centres undefined),5%,-12%,u,-0.2,-2%,u,0%,u,-13%
CCCCCCc1nc(C(N)=O)c2[nH]c(=O)n(-c3ccc(OC)cc3OC)c2n1,-7%,-1%,i,-1.6,0%,4.4%,u,u,-17%
CCc1nc2ccc(C(=O)N(C)CCCN(C)C)cn2c1N(C)C(=O)C1CCCCC1,4%,x,i,-0.5,-54%,-0.5%[9.22 µM],-1%,x,4%
CC(C)(C)n1nc2c(c1NC(=O)c1ccccc1)CS(=O)(=O)C2,13%,3%,i,1.2,23%,0.3%,-19%,-2%,-19%
COc1ccc(-n2c(SCCNCCO)nc3sc4c(c3c2=O)CCCC4)cc1,11%,3%,u,0.1,-45%,17%,u,u,u
CC(=O)Nc1ccc2c(c1)nc(CCN1CCN(C)CC1)n2C,-3%,7%,i,-1.8,3%,-0.4%,27%,-8%,5%
COc1ccc(/C=C/C(=O)N(C)C2CCS(=O)(=O)C2)cc1OC (centres undefined),3%,1%,i,-1.7,0%,2.9%,5%,-4%,-3%
CO[C@@H]1O[C@@H]2COC(c3ccccc3)O[C@@H]2[C@@H](OC)[C@@H]1O (some centres undefined),2%,-9%,u,-1.3,-5%,0.3%,-8%,4%,0%
COC(=O)c1ccc(NCN2C(=O)C3C4CCC(C4)C3C2=O)cc1 (centres undefined),7%,-5%,i,1.4,3%,-0.1%,-1%,-4%,6%
